From PubChem
TRHR enhancer = allosterically enhances the human TRH receptor; TRHR cells, fluo-8 calcium fluorescence, EC20 TRH enhancement; enhancement, % at 2 µM; hit rate 0.66% among 360,000; in the data active = enhancement above about 30%; note: 0% is about no effect
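TRHR-expressing cells loaded with fluo-8 calcium dye were read kinetically (ex 480/em 530) during compound addition, then stimulated with an EC20 of TRH (10 nM final). Enhancement of the Gq-mediated intracellular calcium response was scored.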
D2 antagonist = antagonists of human D2 dopamine receptor | P14416 | HEK293 TREx D2 cells, calcium flux, dopamine EC80 | inhibition, % at 10 µM | hit rate 2% among 340,000; in the data active = inhibition above about 30%; note: 0% is about no effect
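Inhibition of EC80 dopamine-driven calcium flux, recorded kinetically, defines activity here; cells are a tetracycline-induced HEK293 T-REx line expressing force-coupled D2.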
TRHR ag = activates the human TRH receptor; AID 493084; hit rate 0.18% among 360,000; activation, % at 2 µM; TRHR cells, calcium flux fluo-8, FDSS agonist mode; note: 0% is about no effect
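TRHR-expressing cells, plated overnight in medium with 10% serum, were loaded with fluo-8 calcium dye at room temperature. After a 10 s baseline, library compound was pin-added and calcium release was recorded kinetically (ex 480/em 530) as agonist response.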
D1 potentiator = potentiators of human D1 dopamine receptor. HEK293 TREx D1 cells, calcium flux, dopamine EC20 potentiation. potentiation, % at 10 µM. hit rate 0.036% among 360,000. AID 504651; in the data active = potentiation above about 30%; note: 0% is about no effect
D2 ag = D2 dopamine receptor (human) agonism; P14416; HEK293 T-REx D2 cells, calcium flux agonist mode; activation, % at 2 µM; hit rate 0.53% among 340,000; AID 485358;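 active = activation over 3 SD above normal in the single-dose calcium agonist read, cut at about 30% in these data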; note: 0% is about no effect
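Tetracycline-induced HEK293 T-REx cells with force-coupled D2 receptor, plated overnight at 30 C, loaded with no-wash calcium dye. After a 10 s baseline, compound was pin-added and calcium flux read kinetically for 180 s; calcium rises flagged agonists.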
RXFP1 antagonist = blocks the human relaxin receptor RXFP1 | Q9HBX9 | HEK293-RXFP1, relaxin-stimulated cAMP HTRF, 30 min; active compounds read low | activity change, negative = inhibition, % at 57.5 µM | hit rate 0.59% among 350,000 | AID 1259400;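 active = activity change of -60% or lower, but not beyond a set lower limit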; note: % is set by controls: 0 for no effect and ±100 for the full control effect
Target sequence (Q9HBX9 whole entry, looked up): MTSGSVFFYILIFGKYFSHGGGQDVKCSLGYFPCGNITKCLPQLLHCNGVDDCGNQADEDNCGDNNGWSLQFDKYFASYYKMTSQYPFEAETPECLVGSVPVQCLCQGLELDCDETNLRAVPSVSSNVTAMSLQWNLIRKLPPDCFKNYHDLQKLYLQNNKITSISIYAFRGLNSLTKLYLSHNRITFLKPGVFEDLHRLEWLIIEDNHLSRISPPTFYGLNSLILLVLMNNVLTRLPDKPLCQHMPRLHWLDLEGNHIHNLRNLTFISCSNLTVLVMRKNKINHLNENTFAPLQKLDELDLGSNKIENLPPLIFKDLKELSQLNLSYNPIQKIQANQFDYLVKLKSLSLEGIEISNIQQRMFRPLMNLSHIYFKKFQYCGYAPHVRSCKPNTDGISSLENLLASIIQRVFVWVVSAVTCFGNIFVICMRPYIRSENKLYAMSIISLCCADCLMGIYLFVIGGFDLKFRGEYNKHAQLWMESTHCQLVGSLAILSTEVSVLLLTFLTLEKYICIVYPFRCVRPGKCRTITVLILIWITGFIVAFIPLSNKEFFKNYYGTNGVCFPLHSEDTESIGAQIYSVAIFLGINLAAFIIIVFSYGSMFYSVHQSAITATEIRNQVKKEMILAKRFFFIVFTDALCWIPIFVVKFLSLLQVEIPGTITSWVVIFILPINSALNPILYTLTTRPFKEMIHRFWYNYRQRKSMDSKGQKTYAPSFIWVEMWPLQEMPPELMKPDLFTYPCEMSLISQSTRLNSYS
D2 potentiator = positive allosteric modulators of human D2 dopamine receptor | P14416 | HEK293 T-REx D2, calcium flux, EC20 dopamine potentiation | potentiation, % at 10 µM | hit rate 0.34% among 340,000;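 active = potentiation over 3 SD above the plate norm, cut at about 30% in these data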; note: 0% is about no effect
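Tetracycline-induced Hek293 Trex D2 cells, force-coupled to calcium, loaded with no-wash calcium dye. Compound added with 180 s kinetic read for agonism, then EC20 dopamine and a further 180 s read for potentiation.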
D1 agonist = activates the human D1 dopamine receptor | HEK293 T-REx D1 cells, calcium flux, agonist mode | activation, % at 2 µM | hit rate 1% among 360,000; note: 0% is about no effect
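Inducible HEK293 T-REx D1 cells, force-coupled to calcium signalling, were plated at 4000 cells/well with tetracycline and held overnight at 30 C. After no-wash calcium dye loading, compound-evoked calcium rise over 180 s flagged agonists.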
D1 antagonist = antagonists of human D1 dopamine receptor | P21728 | HEK293 TREx D1 cells, calcium flux, dopamine EC80; active compounds read low | activity change, negative = inhibition, % at 10 µM | hit rate 3.2% among 360,000; in the data active = activity change below about -30%; note: % is set by controls: 0 for no effect and ±100 for the full control effect
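Inducible Hek293 Trex D1 cells (tetracycline, overnight, 30 C). Calcium dye 30–90 min RT. Antagonist mode: EC80 dopamine added after 180 s compound read.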
* = called active by the depositor; x = not tested or not shown. Cut-off read from the data, not from the text of the source, unless noted: active = activation above about 30%; inactive = the rest.

Assay codes – A = TRHR enhancer; B = D2 antagonist; C = TRHR ag; D = D1 potentiator; E = D2 ag; F = RXFP1 antagonist; G = D2 potentiator; H = D1 agonist; I = D1 antagonist
(1) O=C(CCN1CCCCC1)NCNC(=O)CCN1CCCCC1
  A = 5 | B = -5 | C = 0.1 | D = -3 | E = 2.4 | F = -2 | G = 1 | H = 3 | I = 6

(2) O=C(NCCc1ccccc1)C1CCN(C(=O)c2ccc([N+](=O)[O-])cc2)CC1
  A = 3 | B = -1 | C = 1.5 | D = -5 | E = 5.4 | F = 8 | G = -1 | H = 0 | I = -21

(3) CCN(CC)CCN1C(=O)C2C(C(=O)Nc3ccc(Br)cc3)C3C=CC2(O3)C1C(=O)NC1CCCCC1 (stereo not drawn)
  A = 3 | B = 2 | C = 0.3 | D = -7 | E = -0.5 | F = -16 | G = 0 | H = 0 | I = 3

(4) CCOCCCn1c(=S)[nH]c2cc(C(=O)N3CCN(C)CC3)ccc2c1=O
  A = 0 | B = 11 | C = 0.3 | D = 1 | E = -1.0 | F = 0 | G = -6 | H = 2 | I = 0

(5) O=C(COC(=O)C1CC2C=CC1C2)Nc1ccccc1F (stereo not drawn)
  A = -2 | B = 15 | C = 1.0 | D = 0 | E = -0.7 | F = -8 | G = -6 | H = -1 | I = x

(6) CCCCN(C)C(=O)Cn1cnc2sc(C)c(S(=O)(=O)N3CCC(C)CC3)c2c1=O
  A = 2 | B = x | C = 2.6 | D = 1 | E = x | F = -7 | G = -4 | H = 6 | I = 5

(7) COc1ccccc1-c1sc2ccccc2c1-c1ccc(C(C)=O)cc1
  A = 28 | B = 20 | C = 0.4 | D = 0 | E = 1.0 | F = x | G = 9 | H = 2 | I = -2

(8) COc1ccc(N=C2NC(=O)/C(=C/C=C/c3ccccc3)S2)cc1
  A = 3 | B = -12 | C = 0.3 | D = 7 | E = 0.6 | F = -7 | G = 2 | H = 2 | I = -5

(9) Cc1ccc(CCNC(=O)CN(C)S(=O)(=O)c2ccc3c(c2)n(C)c(=O)c(=O)n3C)cc1
  A = 3 | B = 3 | C = -0.6 | D = -6 | E = 0.1 | F = -1 | G = 4 | H = 0 | I = -20

(10) O=C(Nc1ccc(Cl)c(S(=O)(=O)N2CCOCC2)c1)c1cn2ccccc2n1
  A = 6 | B = -9 | C = -0.1 | D = 5 | E = 3.5 | F = -7 | G = 16 | H = 5 | I = -6

(11) COC(=O)Cc1ccc(NC(=S)NNC(=O)C2CC2)cc1
  A = 8 | B = -8 | C = 0.3 | D = -1 | E = 0.6 | F = -1 | G = 5 | H = 1 | I = 1

(12) Nc1c(N2CCCC2)c2ccccc2oc1=O
  A = 5 | B = 9 | C = -2.8 | D = 1 | E = -0.5 | F = -3 | G = 26 | H = 1 | I = 4

(13) C=CCNc1c2c(nc3nnnn13)CCCC2
  A = -5 | B = 3 | C = 0.5 | D = -2 | E = 2.0 | F = -3 | G = -2 | H = 2 | I = 14

(14) Cc1ccc(N(C(=O)c2snc(C(N)=O)c2N)C(C(=O)NCC2CCCO2)c2ccc(C)o2)c(C)c1 (stereo not drawn)
  A = 18 | B = -8 | C = -2.2 | D = 0 | E = -1.7 | F = -63* | G = 2 | H = 9 | I = -12

(15) CCCCn1c(NCc2ccc(OC)cc2O)nc2ccccc21
  A = -14 | B = x | C = -0.4 | D = -1 | E = -0.5 | F = -1 | G = -10 | H = 10 | I = -7

(16) NC(=O)C1(N2CCCCC2)CCN(CC(=O)Nc2ccccc2-c2ccccc2)CC1
  A = 0 | B = -7 | C = -0.1 | D = 0 | E = 0.6 | F = 21 | G = 9 | H = 2 | I = 3

(17) COc1ccc(-c2nc3scc(CCNS(=O)(=O)c4ccc(NC(C)=O)cc4)n3n2)cc1
  A = 3 | B = x | C = -0.1 | D = 0 | E = 1.2 | F = -13 | G = -5 | H = -2 | I = x

(18) COc1cccc(CC(=O)N2CCC(n3nccc3NC(=O)C3CCOC3)CC2)c1 (stereo not drawn)
  A = 1 | B = -10 | C = -0.1 | D = 11 | E = 1.5 | F = 3 | G = 7 | H = 0 | I = 7

(19) CCOc1ccc2nc(NC(=O)NC3CCCCC3)sc2c1
  A = 4 | B = -15 | C = 0.9 | D = -2 | E = -0.7 | F = -8 | G = 8 | H = -1 | I = 8

(20) CCCCN1CC(C(=O)NC2CCCCC2)CC1=O (stereo not drawn)
  A = 11 | B = 14 | C = 0.1 | D = 5 | E = 1.3 | F = -4 | G = 12 | H = 0 | I = -10

Other records.
Under each structure: TRHR enhancer	D2 antagonist	TRHR ag	D1 potentiator	D2 ag	RXFP1 antagonist	D2 potentiator	D1 agonist	D1 antagonist
[21] COc1ccc(Cl)c2sc(N3CCN(C(=O)c4ccco4)CC3)nc12
→ 1	8	0.1	-5	0.3	-20	-4	3	-13
[22] COc1ccccc1N(CC(=O)Nc1cccnc1)S(=O)(=O)c1ccccc1
→ 5	-10	-0.2	-3	-0.8	16	6	0	7
[23] O=C(Nc1ccc2c(c1)CCC2)c1ccc(Br)o1
→ 1	10	-0.8	-14	1.0	-5	-1	3	5
[24] COC(=O)C12CC3CC(C1)CC(n1cnc(Cl)n1)(C3)C2
→ 3	-1	0.5	-5	-0.4	6	-1	-2	-3
[25] Cc1ccc2oc(-c3cccc(NC(=O)c4ccc(Br)o4)c3C)nc2c1
→ 1	-22	1.3	-6	2.3	-9	-5	4	-12
[26] COc1ccc2nc(C)cc(N/N=C/c3cccc(OC)c3O)c2c1
→ -3	3	1.4	-3	1.7	-26	13	-3	-14
[27] CC1CCCCN1CC(=O)NC(c1ccccc1)c1ccccc1 (stereo not drawn)
→ 0	-28	-1.4	-1	0.4	8	17	2	4
[28] CCOC(=O)c1cccc(NC(=O)C2CCCN2S(=O)(=O)c2cccc3cccnc23)c1 (stereo not drawn)
→ 1	-21	-0.3	3	-2.3	x	0	3	9
[29] CCOc1ccccc1NC(=O)C1Cc2ccccc2CN1S(C)(=O)=O (stereo not drawn)
→ 2	10	-0.1	3	-0.1	8	-3	2	-3
[30] CCC(=O)Nc1nnc(SCC(=O)Nc2ccc(F)cc2)s1
→ -2	1	-0.1	-2	-0.4	-6	-3	0	-10
[31] CCc1ccc(OCCOC(=O)Nc2ccccc2)cc1
→ -2	5	-0.2	0	-1.3	15	4	1	-8
[32] Cc1cc(NC(=O)c2ocnc2C)no1
→ -1	-9	0.5	2	1.2	26	-9	3	-9
[33] O=C(N/N=C/c1ccc(F)cc1)c1cccc(NC(=O)c2ccccc2Cl)c1
→ 9	23	-0.9	-8	0.5	-26	6	2	-8
[34] CN(N)c1nc(C(F)(F)F)nc2ccccc12
→ 0	3	-0.5	3	1.0	12	-5	-1	-3
[35] CN1CCN(Cc2ccc(OCc3ccccc3)cc2)CC1
→ -3	-7	0.8	-5	0.9	-2	2	7	-2
[36] CN(CC(=O)Nc1ccccc1C(=O)NC1CC1)Cc1cccs1
→ 5	9	-0.4	1	-0.1	5	-1	0	-6
[37] O=C(N/N=C/c1coc2ccccc2c1=O)c1cc(O)cc(O)c1
→ -1	-11	1.5	-6	-0.7	-5	4	3	-11
[38] CCN(C(C)=O)c1ccc(Oc2nc(OC)cc(OC)n2)cc1
→ 1	x	-0.2	8	x	-3	x	2	-13
[39] Cc1ccc2cc3c(nc2c1)N(Cc1ccco1)CC3
→ 1	1	-0.8	-8	0.8	-5	x	14	-17
[40] COCCCn1c(=O)c2sccc2n2c(CCCC(=O)Nc3ccc(F)c(F)c3)nnc12
→ -8	x	0.1	0	-0.2	x	10	0	-11
[41] Cc1ccc(-n2nc(C(=O)N3CCN(c4cccc(C(F)(F)F)c4)CC3)c3c4ccccc4n(C)c3c2=O)cc1
→ 2	x	0.7	5	0.6	-6	4	-1	13
[42] COc1ccc(S(=O)(=O)N2CCN(C(=O)C3CCCO3)CC2)cc1 (stereo not drawn)
→ 1	12	-0.3	-7	-0.5	-4	1	2	-15
[43] COc1ccc(NC(=S)N2CCc3ccccc32)cc1OC
→ -12	-17	-1.4	-7	0.1	-7	-5	4	-8
[44] Cc1sc2nc(C)n(/N=C/N(C)C)c(=O)c2c1C
→ 13	-4	0.2	-6	0.0	-6	-4	9	10
[45] COc1cc(OC)cc(-c2c(-c3cccs3)c3cc(-c4ccc(N(C)C)nc4)ccc3n2C)c1
→ 6	3	0.5	-2	-0.4	x	20	1	x
[46] Cc1ccc(C(=O)Nc2ccccc2Oc2ccccc2)cc1[N+](=O)[O-]
→ 0	20	-0.1	-2	0.1	12	-1	3	-12
[47] CCc1c(C)sc(NC(=O)Cn2nc(C)c([N+](=O)[O-])c2C)c1C(N)=O
→ 4	2	0.2	-2	-0.4	-8	6	4	5
[48] COc1ccc(N2CC3=C(C2=O)C(c2ccc(Br)cc2)NC(=O)N3C)cc1 (stereo not drawn)
→ -2	x	1.1	-5	8.7	x	-1	-1	-1
[49] CCC(C)NC(=O)c1sc2nc(C)c(C(=O)Nc3ccc(C)cc3C)c(-c3ccccc3Cl)c2c1N (stereo not drawn)
→ 14	x	0.1	0	-0.8	-7	19	2	-7
[50] CCC1=C(OC(=O)N(CC)CC)N2C(=O)OC(=NCC3CC3)[C@]2(C)[C@H]2C1=CC[C@H]1C(=O)N(C)C(=O)[C@H]12
→ -4	5	0.1	2	0.3	x	4	3	-8
[51] O=C(NC(=S)Nc1ncccn1)c1ccccc1Br
→ 26	-4	0.2	-4	0.0	6	-6	0	-26
[52] O=C(c1ccccc1F)N1CCN(Cc2ccccc2F)CC1
→ -4	-8	-0.3	-1	0.4	1	4	-2	13
[53] COc1ccc(C(C)N2CC34C=CC(O3)C(C(=O)OCC(C)C)C4C2=O)cc1 (stereo not drawn)
→ -2	x	0.4	2	x	x	x	1	11
[54] CCC/C(C)=N/NC(=O)c1ccccc1O
→ -2	-2	-0.6	-1	0.1	-16	6	3	-15
[55] O=C(c1nn(-c2ccccc2)c(=O)c2ccccc12)N1CCN(c2ccccn2)CC1
→ -6	3	-0.2	3	0.8	26	1	0	19
[56] COc1ccc(/C=N/NC(=O)C2CCN(c3ncc(C(F)(F)F)cc3Cl)CC2)cc1
→ -1	-2	0.6	4	0.8	-6	-1	1	-7
[57] CC(/C=C/c1ccccc1)=N\NC(=O)c1ccc2c(c1)OCCO2
→ 4	4	0.2	-4	2.8	-2	-4	1	-8

6 compounds drawn at random from the list so far, as already listed:
Under each structure: TRHR enhancer	D2 antagonist	TRHR ag	D1 potentiator	D2 ag	RXFP1 antagonist	D2 potentiator	D1 agonist	D1 antagonist
[8] COc1ccc(N=C2NC(=O)/C(=C/C=C/c3ccccc3)S2)cc1
→ 3	-12	0.3	7	0.6	-7	2	2	-5
[55] O=C(c1nn(-c2ccccc2)c(=O)c2ccccc12)N1CCN(c2ccccn2)CC1
→ -6	3	-0.2	3	0.8	26	1	0	19
[40] COCCCn1c(=O)c2sccc2n2c(CCCC(=O)Nc3ccc(F)c(F)c3)nnc12
→ -8	x	0.1	0	-0.2	x	10	0	-11
[1] O=C(CCN1CCCCC1)NCNC(=O)CCN1CCCCC1
→ 5	-5	0.1	-3	2.4	-2	1	3	6
[46] Cc1ccc(C(=O)Nc2ccccc2Oc2ccccc2)cc1[N+](=O)[O-]
→ 0	20	-0.1	-2	0.1	12	-1	3	-12
[17] COc1ccc(-c2nc3scc(CCNS(=O)(=O)c4ccc(NC(C)=O)cc4)n3n2)cc1
→ 3	x	-0.1	0	1.2	-13	-5	-2	x
